XiGFP reactiv: X-chromosome reactivation activator; XiGFP mouse fibroblasts, % GFP-positive cells imaging, 3 d; cells co-treated with 5-aza-dC sensitizer; scaled so ellipticine positive control = 100%; activation, % at 7.58 µM; AID 743238; hit rate 0.055% among 360,000;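 active means mean normalized replicate activation at least 10% and every replicate at or above 10%; inconclusive means only one of the two criteria met; inactive means mean below 10% and not all replicates reach 10%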;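 further: 0% = median of on-plate neutral control wells and 100% = ellipticine 6 µM median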
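material = 68-5-11 XiGFP fibroblast line | medium = DMEM plus 5-aza-dC sensitizer | schedule = 3 days compound exposure | benchmarks = positive control ellipticine, 6 µM final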
DENV2 CPE rescue: DENV2-induced cell death inhibition | DENV2-infected cells, cytopathic effect rescue, plate reader | CPE inhibition, % at 9.99 µM | hit rate 1.7% among 350,000 | AID 651640; in the data active means CPE inhibition above about 20%, passing the limit was not always enough; inconclusive means no clear call, values can overlap the other calls; tested in BHK-21 cells;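 further: 0% = median of neutral control wells and 100% = median of positive control wells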
CFTR F508del cor: CFTR F508del correction in bronchial cells; CFBE cells, YFP halide quenching; stimulated with forskolin plus potentiator P3; % fluorescence drop versus neutral controls; activity (quench increase), % at 7.58 µM; hit rate 0.36% among 350,000; AID 720511;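 active means mean added fluorescence quench of at least 8% versus neutral control, with both replicates also reaching 8%; inconclusive means only one of the mean or replicate conditions met; inactive means mean below 8% and not both replicates reaching 8%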;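 further: cells transiently co-express mutant CFTR-F508del with the halide-sensitive YFP; corrector assay measuring rescue of mutant channel to the surface after 24 h compound exposure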
RAD52 anneal inh: RAD52 (human) annealing inhibition; P43351; recombinant RAD52 DNA annealing, FRET fluorescence; inhibition, % at 18.7 µM; hit rate 0.46% among 360,000; AID 651710;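 active means every replicate showing at least 50% inhibition; inconclusive means mean inhibition at least 50% but not in every replicate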
CASP6 VEID inh: caspase-6 (human) enzyme inhibition; P55212; purified caspase-6, Z-VEID-R110 cleavage fluorescence; inhibition, % at 12.5 µM; hit rate 0.53% among 350,000;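 active means mean inhibition across replicates at least about 35%, with every replicate also reaching that limit, limit read from the data; inconclusive means only one of the two criteria met; inactive means neither criterion met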;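 further: 0% = median of neutral control wells and 100% = no fluorescence left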
Target sequence (P55212 24-179 limits assumed): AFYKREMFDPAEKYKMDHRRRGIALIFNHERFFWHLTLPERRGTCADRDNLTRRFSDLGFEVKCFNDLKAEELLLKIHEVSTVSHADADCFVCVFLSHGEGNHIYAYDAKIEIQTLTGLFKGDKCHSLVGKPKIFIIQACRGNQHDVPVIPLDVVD
Target sequence (P55212 194-293 limits assumed): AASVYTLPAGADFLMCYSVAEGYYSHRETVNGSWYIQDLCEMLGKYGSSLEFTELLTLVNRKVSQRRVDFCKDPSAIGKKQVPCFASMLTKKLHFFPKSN
RAD54 branch: inhibitors of human RAD54 branch migration; hit rate 0.14% among 360,000; Q92698; AID 602329; inhibition, % at 10.4 µM; RAD54 Holliday junction branch migration, FAM/BHQ fluorescence;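 active means mean normalized replicate activity at least 40 and at least half of replicates scoring 40 or more; inconclusive means only one of the two criteria met; inactive means mean below 40 and under half of replicates reaching 40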;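 further: 0% = median of neutral control wells and 100% = median of positive control wells; inhibitors cause a drop in the FAM fluorescence signal; in these data hits start at about 50%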
INS-1E GSIS act: GLuc luminescence reporter in INS-1E cells, primary screen for activators of glucose-dependent secretion of insulin. INS-1E GLuc reporter insulin secretion, 2-3 h. activation, % at 16.6 µM. hit rate 0.61% among 370,000. AID 743287;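 active means lowest replicate activation of at least 40%, so every replicate reaches that level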;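 further: 0% = median of neutral control wells and 100% = median of IBMX positive control wells; some compounds called inactive have numbers as strong as hits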
E-sel inducer: induces E-selectin expression in human endothelial cells; P16581; AID 686992; HUVEC E-selectin immunofluorescence imaging; normalized: neutral wells 0, TNF-alpha wells 100; activation, % at 7.58 µM; hit rate 0.37% among 260,000;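 active means mean E-selectin-positive cell signal at least 10% of the positive control, reached in at least 60% of replicates, without over 20% cell loss; inconclusive means no rule given, readout overlaps actives, possibly toxicity-flagged; inactive means the rest, including those meeting only one limit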;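 further: in these data hits start at about 27%; measured in HUVEC primary endothelial cells; signal is the percent of cells scored E-selectin positive by PE staining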
Target sequence (P16581 whole entry, looked up): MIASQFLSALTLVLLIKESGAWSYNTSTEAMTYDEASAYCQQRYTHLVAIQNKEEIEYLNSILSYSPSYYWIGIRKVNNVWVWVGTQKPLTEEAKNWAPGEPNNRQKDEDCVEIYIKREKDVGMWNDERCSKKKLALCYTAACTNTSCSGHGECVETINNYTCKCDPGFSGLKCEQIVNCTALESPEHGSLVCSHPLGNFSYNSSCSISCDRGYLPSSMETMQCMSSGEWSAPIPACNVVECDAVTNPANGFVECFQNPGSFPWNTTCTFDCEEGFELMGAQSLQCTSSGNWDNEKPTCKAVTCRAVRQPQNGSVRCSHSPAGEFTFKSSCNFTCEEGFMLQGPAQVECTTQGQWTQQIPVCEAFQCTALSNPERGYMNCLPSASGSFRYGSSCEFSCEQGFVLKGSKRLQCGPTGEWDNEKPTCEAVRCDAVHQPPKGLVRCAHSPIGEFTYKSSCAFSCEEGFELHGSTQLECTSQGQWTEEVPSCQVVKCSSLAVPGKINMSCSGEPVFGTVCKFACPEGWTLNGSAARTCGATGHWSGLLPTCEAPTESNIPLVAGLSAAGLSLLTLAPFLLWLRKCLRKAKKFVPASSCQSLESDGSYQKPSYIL
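Test system – human umbilical vein endothelial cells (HUVEC), E-selectin induction · Input – 3,000 HUVEC seeded per well · Buffer or medium – EGM-2, gelatin · Compound dosing – single-point compound dose · Detection – immunofluorescence imaging · Measure – percent E-selectin-positive cells · Controls – TNF-alpha high, DMSO low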
* = called active by the depositor; u = inconclusive; x = not tested or not shown.

SMILES	XiGFP reactiv	DENV2 CPE rescue	CFTR F508del cor	RAD52 anneal inh	CASP6 VEID inh	RAD54 branch	INS-1E GSIS act	E-sel inducer
C[C@@H]1CN([C@H](C)CO)C(=O)c2cc(NC(=O)CCN3CCOCC3)ccc2O[C@@H]1CN(C)C	-1.4	0	2.1	3	1	6	5	x
O=C(CSc1ncnc2sccc12)Nc1ccccc1	0.3	-2	-1.3	-9	-1	x	-4	4.3
CC1(C)CC=C(NNC(=O)c2cccnc2)C(=O)C1	0.0	9	2.2	-14	-1	-3	6	x
COc1ccc(NC(=S)NC(=O)C2CCC2)cc1	-0.1	3	0.6	-17	-1	-3	x	0.0
C[C@@H]1CCCCO[C@H](CN(C)CC2CCCCC2)[C@H](C)CN([C@@H](C)CO)C(=O)c2cc(NC(=O)c3ccccc3)ccc2O1	0.3	x	1.9	8	0	3	-8	-0.2
CC(NC(=O)C1CCC(C(=O)NC(C)c2ccccc2)CC1)c1ccccc1 (stereo not drawn)	0.5	-2	-0.8	-19	1	-8	5	0.2
CN1CCN(NC(=O)c2cn(-c3ccccc3)nc2-c2ccc(OC(F)F)cc2)CC1	0.9	x	-0.8	21	-26	x	8	5.0
COc1ccc2c3c(n(C)c2c1)[C@H](CO)N(C(=O)C1CCCC1)CC31CCN(C(=O)CC2CC2)CC1	0.0	u	5.2	2	4	x	-9	0.7
COc1ccc(-c2cc([C@H]3[C@H]4C=CC[C@@H](C)[C@@H]4C(=O)N3Cc3ccccc3)ccc2F)cc1OC	0.0	3	2.2	-38	0	-6	4	-0.1
C=C1CCN([C@@H](Cc2ccccc2)C(=O)Nc2ccc(OC)cc2)S(=O)(=O)c2ccccc21	0.1	u	1.4	-19	0	1	-13	-0.1
COc1ccc(OC)c(C2/C(=C(\O)c3ccc4c(c3)OCCO4)C(=O)C(=O)N2CC2CCCO2)c1 (stereo not drawn)	-0.2	0	1.4	-4	0	7	24	-0.3
COc1cc(-c2nc(CN3CCCN(C(=O)c4ccco4)CC3)c(C)o2)ccc1F	-0.1	6	1.4	-28	-1	-3	-1	1.4
CS(=O)(=O)N(CC(=O)Nc1ccc(F)cc1F)C1CCCCC1	0.1	-2	-0.8	1	0	-4	-4	x
Cc1nc(SCC(=O)Nc2cc(C(N)=O)cc(C(N)=O)c2)c2c(C)c(C)sc2n1	0.0	7	-2.6	-18	2	2	24	x
COc1cc(S(=O)(=O)N2CCOCC2)ccc1NC(=O)COC(=O)COc1ccccc1	0.0	1	0.7	-12	-1	x	-3	x
O=C(c1ccccc1)N1CC2(C1)[C@H](c1ccccc1)[C@H](CO)N2Cc1cc(F)ccc1F	0.0	6	2.2	-1	1	x	-25	0.0
CC1=C(C(=O)OCC2CCCO2)C(c2ccc(Cl)cc2)NC(=O)N1 (stereo not drawn)	-0.1	x	0.1	1	1	x	-1	-2.6
NS(=O)(=O)c1cccc2c1c([N+](=O)[O-])cc1nc(O)c(O)nc12	0.0	17	-1.2	-66	18	-12	-6	-0.1
C[C@H]1CN([C@@H](C)CO)C(=O)c2cc(Br)cnc2O[C@@H]1CN(C)C(=O)c1ccccc1	-0.7	-3	-1.1	-7	1	-1	20	0.5
O=C(NCc1cccs1)c1ccc2sc(C3=C[C@@H](O)[C@@H](O)[C@@H](CO)O3)nc2c1	0.0	-1	0.2	-5	x	2	x	0.0
c1coc(C2Nc3ccccc3-c3nc4ccccc4n32)c1 (stereo not drawn)	x	-4	-2.8	3	7	7	-12	x
CN(CC(=O)NCCCN1CCOCC1)S(=O)(=O)c1ccc(F)cc1	-0.1	-4	0.8	-6	-2	6	17	0.6
CO[C@@H](CN(C)S(=O)(=O)c1ccccc1)[C@H](C)CN(C(=O)Nc1ccccc1F)[C@H](C)CO	0.0	2	2.4	2	0	1	-4	-0.1
O=[N+]([O-])c1cc(S(=O)(=O)c2ccc(N3CCCCC3)c([N+](=O)[O-])c2)ccc1N1CCCCC1	0.0	-7	-2.6	-11	-4	3	-4	0.3
Cc1cnc(NC(=O)CC2OC(=O)c3ccccc32)s1 (stereo not drawn)	0.2	-9	0.6	-14	2	11	9	-0.1
Carrying on:
SMILES	XiGFP reactiv	DENV2 CPE rescue	CFTR F508del cor	RAD52 anneal inh	CASP6 VEID inh	RAD54 branch	INS-1E GSIS act	E-sel inducer
C[C@@H]1CN([C@H](C)CO)C(=O)c2cc(NC(=O)CCC(F)(F)F)ccc2O[C@H]1CN(C)C(=O)Nc1ccc(F)cc1	-1.0	13	-1.6	1	0	2	10	0.0
CCOc1ccc(OCC)c(NC(=O)CC2Oc3ccc(C)cc3NC2=O)c1 (stereo not drawn)	0.2	0	-2.0	-2	-3	0	1	0.1
CCN(CC(=O)Nc1ccc(OC)cc1)C(=O)CSCc1ccc(C)cc1	0.0	-7	-2.4	-4	-1	-1	-22	-0.8
COC(=O)[C@@]12C[C@@H](CC(=O)N3CCOCC3)C(=O)N(Cc3cccc4ccccc34)C1=CCC(C)(C)C2	0.1	12	0.1	4	5	x	-43	-0.3
O=C(Cc1c[nH]c2ccccc12)N1CCN(S(=O)(=O)c2cccc(Cl)c2Cl)CC1	0.0	u	-1.2	-11	2	6	-9	x
C[C@@H]1CN([C@@H](C)CO)C(=O)c2cc(C#CCc3ccccc3)cnc2O[C@H]1CN(C)CC1CCOCC1	-0.4	9	2.2	-2	0	-2	11	-0.1
COc1ccc(/C=C/C(=O)c2c(O)cc(OC)cc2OC)cc1	x	-8	-0.5	-15	0	6	x	x
CC1CC(C)CN(C(=O)CN2C(=O)NC3(CCCCCC3)C2=O)C1 (stereo not drawn)	0.0	-7	-0.8	-1	-2	x	x	x
COC(=O)c1c(NC(=O)CC2SC(N)=NC2=O)sc2c1CCC(C(C)(C)C)C2 (stereo not drawn)	-0.1	4	x	0	3	x	-10	x
CC(C)NC(=O)N(C)C[C@@H]1Oc2ccc(NC(=O)Cn3cnnn3)cc2CC(=O)N([C@@H](C)CO)C[C@H]1C	0.1	-10	-1.2	0	1	5	8	66*
C[C@@H]1CN([C@@H](C)CO)C(=O)c2cccc(NS(=O)(=O)c3cn(C)cn3)c2O[C@H]1CN(C)CC1CC1	0.0	1	-0.1	11	-1	-4	8	-0.3
CC(=O)C1CCC2C3CC=C4CC(SC(=N)N)CCC4(C)C3CCC12C (stereo not drawn)	0.0	-7	3.2	51*	18	x	284*	-0.5
CCC(C(=O)NCCCc1ccccc1)n1nc(C)c2c(C)n(-c3ccccc3)nc2c1=O (stereo not drawn)	0.1	u	0.5	-1	3	-11	-43	0.0
CSCCC(NS(=O)(=O)c1ccc(C)cc1)C(=O)N1CCN(C(C)=O)CC1 (stereo not drawn)	0.5	10	-1.8	-2	-2	1	10	-1.8
Cc1ccc(OCc2cc(C(=O)N3CCCCCCC3)no2)cc1C	0.1	u	0.4	-21	1	-6	-5	0.0
N#C[C@@H]1[C@@H](c2ccc(/C=C/c3ccccc3)cc2)[C@@H](CO)N1C(=O)C1CCC1	-0.1	-10	-0.4	-16	2	1	2	-0.1
CC(=O)Oc1cccc(C(=O)Nc2cccc(C(=O)Nc3ccccc3C(=O)O)c2)c1	0.4	0	2.2	-5	4	-14	-16	x
O=C(NC[C@H]1N[C@H](CO)[C@@H]1c1ccccc1)C1CCC1	0.0	-3	-2.0	x	x	3	9	0.0
COc1ccc2oc(=O)c(-c3cn4ccc(C)cc4n3)cc2c1	0.0	-6	2.2	-17	2	x	-2	2.9
CC1=C(C(=O)Nc2ccccc2C(F)(F)F)C(c2ccc(C)s2)NC(=S)N1 (stereo not drawn)	0.2	7	0.7	-37	0	x	-6	x
O=C(O)C[C@@H]1CC[C@H](NC(=O)c2ccccc2F)[C@H](CO)O1	0.4	0	3.0	-3	1	3	7	-0.7
COc1ccc(C(=O)CSc2nc(C)cc(C)n2)cc1[N+](=O)[O-]	0.5	-2	-0.1	-10	0	8	11	x
Cc1cc(-c2nc3cc(F)ccc3s2)ccc1N	0.2	-8	-1.2	-39	-1	x	x	2.1
C[C@@H]1CN([C@@H](C)CO)C(=O)c2cccc(NS(=O)(=O)c3cccs3)c2O[C@@H]1CN(C)S(=O)(=O)c1cccs1	2.0	0	-4.1	-80	2	-4	-4	0.6
O=C(CSc1nc(-c2ccc(F)cc2)nc2ccc(F)cc12)Nc1cccc(C(=O)O)c1	0.2	5	0.0	-11	4	x	10	-0.3

Of the compounds above, these contain an aryl thioether with sulfur outside any ring:
SMILES	XiGFP reactiv	DENV2 CPE rescue	CFTR F508del cor	RAD52 anneal inh	CASP6 VEID inh	RAD54 branch	INS-1E GSIS act	E-sel inducer
O=C(CSc1ncnc2sccc12)Nc1ccccc1	0.3	-2	-1.3	-9	-1	x	-4	4.3
Cc1nc(SCC(=O)Nc2cc(C(N)=O)cc(C(N)=O)c2)c2c(C)c(C)sc2n1	0.0	7	-2.6	-18	2	2	24	x
COc1ccc(C(=O)CSc2nc(C)cc(C)n2)cc1[N+](=O)[O-]	0.5	-2	-0.1	-10	0	8	11	x
O=C(CSc1nc(-c2ccc(F)cc2)nc2ccc(F)cc12)Nc1cccc(C(=O)O)c1	0.2	5	0.0	-11	4	x	10	-0.3

Of the compounds above, 2 have a CF3 group:
SMILES	XiGFP reactiv	DENV2 CPE rescue	CFTR F508del cor	RAD52 anneal inh	CASP6 VEID inh	RAD54 branch	INS-1E GSIS act	E-sel inducer
C[C@@H]1CN([C@H](C)CO)C(=O)c2cc(NC(=O)CCC(F)(F)F)ccc2O[C@H]1CN(C)C(=O)Nc1ccc(F)cc1	-1.0	13	-1.6	1	0	2	10	0.0
CC1=C(C(=O)Nc2ccccc2C(F)(F)F)C(c2ccc(C)s2)NC(=S)N1 (stereo not drawn)	0.2	7	0.7	-37	0	x	-6	x

Further entries follow:
SMILES	XiGFP reactiv	DENV2 CPE rescue	CFTR F508del cor	RAD52 anneal inh	CASP6 VEID inh	RAD54 branch	INS-1E GSIS act	E-sel inducer
C[C@H]1CN([C@@H](C)CO)C(=O)c2cccc(N(C)C)c2O[C@H]1CN(C)C(=O)Nc1ccc2c(c1)OCO2	-1.1	10	0.5	8	1	-12	10	0.1
Cc1ccc(C)c(OCc2cc(C(=O)N(C)Cc3nccn3C)no2)c1	0.1	0	2.9	-11	2	-21	8	-0.3
Cc1ccc(NC(=O)c2nc[nH]c2C(=O)NCC(=O)OC(C)(C)C)cc1	0.0	9	1.0	6	-1	-14	x	0.1
Cc1cc(C)c2sc(N(CCCN(C)C)C(=O)CN3C(=O)c4ccccc4C3=O)nc2c1	0.0	-1	0.1	67*	-21	41	x	0.6
CC(=O)Nc1cc(-c2ccc(F)cc2)[nH]n1	-0.1	-1	-1.8	-1	0	x	16	-0.1
C=CCC1(NC(C)c2ccccc2)CCCCC1 (stereo not drawn)	0.8	9	x	-3	1	x	19	-2.8
CCOC(=O)C1(Cc2cccc(F)c2)CCN(Cc2ccc(COC)o2)CC1	0.0	2	0.6	-6	-2	-4	-53	0.7
Cc1ccc(S(=O)(=O)N[C@@H]2CC[C@H](CC(=O)N3CCC(Cc4ccccc4)CC3)O[C@H]2CO)cc1	0.1	-11	-2.5	2	0	-10	-35	0.0
CCN1C(=O)N[C@@H]2C[C@H](C(=O)N3CCCC3)[C@H](C)[C@H](c3ccccc3)C[C@@H]21	-0.1	u	3.1	-13	1	x	13	-0.2

High-throughput results as filed in PubChem BioAssay.
